Source: PubChem BioAssay
PV pol inh – inhibitors of poliovirus RNA polymerase binding and polymerization. poliovirus polymerase elongation, fluorescence polarization; stronger effect = lower value. % elongation, % (compound at 16.7 µg/mL). 150,000 tested, 0.66% active. AID 588519; in the data active = % elongation below about 90%; note: some results filed as inactive read as strong as hits
Target sequence (P03300 1749-2209 limits assumed): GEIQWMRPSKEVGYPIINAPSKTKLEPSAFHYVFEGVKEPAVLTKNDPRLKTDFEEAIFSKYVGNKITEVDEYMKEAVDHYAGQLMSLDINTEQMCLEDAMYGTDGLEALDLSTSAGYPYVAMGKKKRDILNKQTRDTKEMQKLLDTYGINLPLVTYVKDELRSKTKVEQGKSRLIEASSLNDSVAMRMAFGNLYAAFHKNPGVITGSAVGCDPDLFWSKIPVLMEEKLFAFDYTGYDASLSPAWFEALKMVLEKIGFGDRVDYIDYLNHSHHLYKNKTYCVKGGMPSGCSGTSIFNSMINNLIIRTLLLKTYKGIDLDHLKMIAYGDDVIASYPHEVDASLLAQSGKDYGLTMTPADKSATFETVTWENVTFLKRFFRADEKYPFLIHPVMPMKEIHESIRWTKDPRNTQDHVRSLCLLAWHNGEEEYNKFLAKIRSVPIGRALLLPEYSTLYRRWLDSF
PV pol inh FP z-score – second read-out of PV pol inh, no call of its own (marks repeat the call); z-score; measured here: FP z-score; hits read low
Active calls of the source: *.

Each structure is followed by: PV pol inh, PV pol inh FP z-score
1	COc1cc(-c2ccno2)ccc1S(=O)(=O)N1CCN(c2ccccc2)CC1
  109, 0.5
2	CCS(=O)(=O)N1CCc2cc(C(=O)NCc3ccccc3Cl)ccc21
  109, 0.3
3	O=C(Nc1cc(Cl)cc(Cl)c1)c1cc(S(=O)(=O)N2CCC3(CC2)OCCO3)ccc1F
  110, 0.5
4	O=C(c1ccccc1)c1ccc2nc(N3CCN(c4ccccc4)CC3)c3nncn3c2c1
  109, 1
5	N#C/C(=C(/O)CN1CCOCC1)c1nc2ccccc2s1
  102, 0.4
6	O=C(Nc1ccccc1)c1ccc(NC2=NC3CS(=O)(=O)CC3S2)cc1 (centres undefined)
  100, -0.8
7	CCOC(=O)c1oc2ccc3c(c2c1C)C(=O)CC(C)(C)O3
  104, 0.8
8	CC(C)c1ccc(NC(=O)CSC2=Nc3ccccc3C3=NC(CC(=O)NCCc4ccccc4)C(=O)N23)cc1 (centres undefined)
  107, 0.2
9	Cc1nc(CC(=O)Nc2ccc(N(C)C)cc2)cs1
  106, -0.1
10	CCN1CCCC1CNC(=O)c1ccc(-n2c(-c3ccccc3)cc3c2CCCC3)cc1 (centres undefined)
  103, 0.6

Pulled one by one from the entries so far (seven):
Each structure is followed by: PV pol inh, PV pol inh FP z-score
9	Cc1nc(CC(=O)Nc2ccc(N(C)C)cc2)cs1
  106, -0.1
3	O=C(Nc1cc(Cl)cc(Cl)c1)c1cc(S(=O)(=O)N2CCC3(CC2)OCCO3)ccc1F
  110, 0.5
8	CC(C)c1ccc(NC(=O)CSC2=Nc3ccccc3C3=NC(CC(=O)NCCc4ccccc4)C(=O)N23)cc1 (centres undefined)
  107, 0.2
5	N#C/C(=C(/O)CN1CCOCC1)c1nc2ccccc2s1
  102, 0.4
1	COc1cc(-c2ccno2)ccc1S(=O)(=O)N1CCN(c2ccccc2)CC1
  109, 0.5
4	O=C(c1ccccc1)c1ccc2nc(N3CCN(c4ccccc4)CC3)c3nncn3c2c1
  109, 1
6	O=C(Nc1ccccc1)c1ccc(NC2=NC3CS(=O)(=O)CC3S2)cc1 (centres undefined)
  100, -0.8

Next records follow:
Each structure is followed by: PV pol inh, PV pol inh FP z-score
11	CC(=O)c1cc(-c2ccccc2)n(CC(=O)Nc2ccc(C)c(C)c2)c1C
  101, -0.4
12	Cc1ccccc1OCC(=O)NCC(c1ccc(Cl)cc1)N1CCCCC1 (centres undefined)
  107, 0.3
13	Fc1ccccc1OCc1nnc2n1CCCCC2
  104, 0.8
14	Cc1ccc(C)c(NC(=O)CSc2ncnc3c2oc2ccccc23)c1
  98, -1.5
15	CCN=c1scc(C)n1/N=C/c1cn(-c2ccccc2)nc1-c1ccc(OC)c(OC)c1
  103, -0.4
16	Cc1ccc(CCNC(=O)c2ccc3c(=O)n(-c4ccc(C)cc4)c(=O)[nH]c3c2)cc1
  109, 1.2
17	Oc1ccc(Cn2cnc3ccccc32)cc1
  102, 0
18	Cc1cc(C)n(C(=O)c2ccoc2C)n1
  100, -0.7
19	CC(C)Cn1c2ccc(Cl)cc2c2nc3ccccc3nc21
  100, 0.1
20	Cc1cc(C(=O)N/N=C/c2c(C)nc3sccn23)c(C)o1
  96, -0.3
21	N#CC1C(c2cccs2)C(C(N)=O)C(=O)NC1(O)c1ccccc1 (centres undefined)
  102, 0.4
22	Cc1ccc(C)c(NC(=O)CN2C(=O)CCc3cc(S(=O)(=O)N4CCCCC4)ccc32)c1
  108, 0.3
23	O=C(c1c[nH]c2ccccc12)C(c1ccccc1)N1CCCCC1 (centres undefined)
  100, 0.1
24	Nc1nc(CCC(=O)O)cs1
  101, -0.1
25	CC(C)Cn1c(SCC(=O)C(C)(C)C)nc2ccccc2c1=O
  101, 0
26	O=C(Cn1c(C(F)(F)F)nc2ccccc21)c1ccccc1
  102, 0.3
27	O=C1C2C3C=CC(C3)C2C(=O)N1CNc1ccccc1 (centres undefined)
  101, -0.1
28	Cn1nc(-c2ccccc2F)c2cc(C(=O)N3CCN(c4ccc(F)cc4)CC3)sc21
  103, -0.1
29	CC1CC(C)CN(C(=O)Cn2c(=O)n(CCCCC(=O)NCc3ccco3)c(=O)c3ccccc32)C1 (centres undefined)
  99, -0.2
30	CCCOc1ccc(C2CC(=O)Nc3c2c(C)nn3-c2nncc(-c3cccc(OC)c3)n2)cc1OC (centres undefined)
  109, 0.4
31	COc1ccc(-n2cc[nH]c2=S)cc1
  102, -0.1
32	CN(C)c1ccc(-c2nnc(SCC3CCCO3)n2C)cc1 (centres undefined)
  100, -0.5
33	CN(C1=NC(=O)/C(=C2/C(=O)N(C)c3ccccc32)S1)c1ccc(Cl)cc1
  100, 0
34	CC1CCN(Cc2c(O)ccc3occ(C(=O)c4ccccc4)c23)CC1
  100, -0.4
35	CC(C)CCNC(=O)CSc1nc2ccsc2c(=O)n1Cc1ccccc1Cl
  104, -0.5
36	CCOC(=O)c1c(S(=O)(=O)N2CCC(C(=O)Nc3ccccc3OC)CC2)c(C)n(CC)c1C
  107, 0.2
37	CCOC(=O)c1ccc2c(c1)N(Cc1cccc([N+](=O)[O-])c1)C(=O)c1ccccc1S2
  109, 0.7
38	CC(NC(=O)COc1ccccc1F)C1CC2CCC1C2 (centres undefined)
  105, 1.5
39	CSc1cccc(N2C(=O)N(Cc3ccc([N+](=O)[O-])cc3)c3ccccc3S2(=O)=O)c1
  114, 1.5
40	CCc1cccc(NC(=O)Cn2c(=O)n(-c3ccccc3C)c(=O)c3c2c2cc(C)ccc2n3C)c1
  114, 1.6

Single records (already shown):
CC1CCN(Cc2c(O)ccc3occ(C(=O)c4ccccc4)c23)CC1 reads PV pol inh: 100; PV pol inh FP z-score: -0.4
CN(C)c1ccc(-c2nnc(SCC3CCCO3)n2C)cc1 (centres undefined) reads PV pol inh: 100; PV pol inh FP z-score: -0.5
COc1ccc(-n2cc[nH]c2=S)cc1 reads PV pol inh: 102; PV pol inh FP z-score: -0.1

(list continues)
Each structure is followed by: PV pol inh, PV pol inh FP z-score
41	COc1cc(C(=O)Nc2ccc3nc(SCc4ccc(C)cc4)sc3c2)cc(OC)c1OC
  121, 3.4
42	Cc1oc(CO)cc1C(=O)O
  102, 0
43	COc1ccc2c(c1)CCc1c-2nc2ccc(Br)cc2c1C(=O)O
  103, 0.6
44	O=C(Oc1ccc(C=Nc2ccc(F)cc2)cc1)c1ccco1
  103, 0
45	CC(Nc1ccccc1)N1C(=O)CCC1=O (centres undefined)
  100, 0.1
46	O=S(=O)(c1ccc2nc(N3CCN(c4cccc(Cl)c4)CC3)ccc2c1)N1CCCCC1
  103, -0.9
47	COc1ccc2c(CNCc3ccc(Cl)cc3)c(C(=O)O)n(Cc3ccccc3C)c2c1
  109, 0.3
48	CN1CCN(CCCN2C(=O)CSC2c2ccc(F)cc2)CC1 (centres undefined)
  101, 0
49	Cc1ccc(NC(=O)CN(Cc2ccccc2)S(=O)(=O)c2ccc3nc(C)sc3c2)c(C)c1
  108, 0.6
50	O=C(NCc1ccc(-c2nc3ccccc3s2)cc1)c1cccnc1
  102, -0.2
51	Fc1ccc(C(NCCc2ccccc2)c2nnc(-c3ccccc3)o2)cc1 (centres undefined)
  101, 0.3
52	Cc1sc(C2C(C#N)=C(N)N(c3ccc(Cl)cc3)C3=C2C(=O)CCC3)cc1CN1CCOCC1 (centres undefined)
  108, 0.9
53	N#Cc1ccc(NC2=NS(=O)(=O)c3ccccc32)cc1
  98, -2
54	c1ccc(-c2nc3ccccn3c2NCC2CCCO2)cc1 (centres undefined)
  102, -0.1
55	Cc1ccc(Cn2c(SCC(=O)c3ccc(Br)cc3)nc3ncccc3c2=O)cc1
  101, -0.4
56	Nc1nc(SCC(=O)NN(c2ccccc2)c2ccccc2)n[nH]1
  103, 0.2
57	O=C(NC1CCCCC1)c1ccc(CS(=O)Cc2ccc(Cl)cc2)o1 (centres undefined)
  101, -0.2
58	O=C1c2ccccc2C(=O)C1C(c1ccccc1)C1C(=O)c2ccccc2C1=O
  91, -2.3
59	CC(OC(=O)c1ccc(O)cc1)C(=O)c1ccccc1 (centres undefined)
  105, 0.2
60	O=C(c1ccc2c(c1)OCO2)c1cn(Cc2ccc(F)cc2)c2ccccc2c1=O
  104, -0.9
61	N#Cc1ccc(C(=O)Nc2c(C(=O)c3cccs3)oc3ccccc23)cc1
  101, 0
62	Cc1nc(SCC(=O)O)c2c3c(sc2n1)CCCC3
  103, 0.4
63	CSCCC1COC(c2cccn2Cc2ccccc2)=N1 (centres undefined)
  100, -0.2
64	Cc1nn(-c2ccccc2)c(N2CCCC2)c1/C=N/NC(=O)C1CC1
  103, 0.1
65	C=CCn1c(SC2CCCC2=O)nnc1-c1ccc(Cl)cc1 (centres undefined)
  102, 0
66	CCOc1ccc(-c2nn(-c3ccccc3)cc2C2NC(=O)NC(C)=C2C(=O)OC(C)C)cc1C (centres undefined)
  106, 0.4
67	O=C(NC1CCN(Cc2ccccc2)CC1)c1ccc(Cn2c(=O)c3ccccc3n(Cc3ccccc3)c2=O)cc1
  73*, -9.9*
68	Cc1c2cnn(-c3ccccc3)c(=O)c2c(C)n1C(C)C(=O)NCCN1CCCC1 (centres undefined)
  104, 0.7
69	CC1(C(=O)NC2CCCCCC2)Cc2ccccc2C(=O)N1Cc1ccco1 (centres undefined)
  104, 0.4
70	Cc1cc(NC(=NC2CC2)c2ccccc2F)n(-c2ccccc2)n1
  103, 0.1
71	O=C(NCCc1csc(-c2cccnc2)n1)c1cccc(C(F)(F)F)c1
  97, -2.5
72	Cc1nc(=S)[nH]c(C)c1CCC(=O)NCc1ccco1
  96, -0.9
73	CCc1nnc2c3c(-c4ccccc4)csc3ncn12
  102, 0
74	CC(=O)N(C)CCc1ccc(C)[n+]([O-])c1
  105, 0.2
75	COc1ccc(CCNC(=O)C2=C(C)C(=O)OC23CCCCC3)c(OC)c1
  106, 0.3
76	COc1ccc(NC(=O)CCc2c(C)nc3c(c2C)c(=O)n(C)c(=O)n3C)cc1OC
  108, 0.2
77	Cc1ccc(SCc2cccc(C(=O)N3CCN(c4ncccc4C(F)(F)F)CC3)c2)cc1
  103, 0
78	O=C(c1cc(C(F)(F)F)cc(C(F)(F)F)c1)N1CCC(O)(c2ccc(Cl)cc2)CC1
  105, 0.6
79	O=C(COc1ccc(-c2ccccc2)cc1)NCCN1CCOCC1
  99, -1.5
80	C1=C(c2ccccc2)CCN(Cc2nnc(-c3ccc4c(c3)OCO4)o2)C1
  102, 0.3
81	COc1ccccc1Nc1nn2c(=O)c3ccc(C(=O)NCCC4=CCCCC4)cc3nc2s1
  105, -0.4
82	C=CCn1c(COc2ccc(CC)cc2)nnc1SC/C(O)=C(\C#N)c1nc2ccccc2[nH]1
  120, 2.4
83	COc1ccc(CCNC(=O)c2c3c(nc4ccccc24)C(=O)N(C2CCCCC2)C3)cc1OC
  111, 0.5
84	CC12CC3CC(C)(C1)CC(C(=O)Nc1ccc4c(c1)OCO4)(C3)C2
  104, 0.3
85	CC(C)(C)CC(C)(C)NS(=O)(=O)Cc1ccccc1
  101, 0.1
86	Cc1oc(S(=O)(=O)N2CCCC2)cc1C(=O)NCc1ccc2c(c1)OCO2
  104, 0.2
87	Cc1ccc(N2CC(NC(=O)c3cc4ccccc4o3)CC2=O)cc1C (centres undefined)
  107, 0.1
88	Cc1cc(C)nc(SC(C)C(=O)Nc2ccc(S(N)(=O)=O)cc2)n1 (centres undefined)
  100, -0.2
89	Clc1ccc(-c2ccnc3nncn23)cc1
  100, -0.2
90	Cc1cc(NC(=O)C2C3C(=O)N(c4ccccc4Cl)C(C(=O)NC(C)(C)C)C34C=CC2(C)O4)no1 (centres undefined)
  105, 0.7

(more compounds)
Each structure is followed by: PV pol inh, PV pol inh FP z-score
91	Cn1c(=O)c2c(nc(SCC(=O)Nc3ccccc3)n2Cc2ccccc2F)n(C)c1=O
  109, 1
92	CC1OC(NC(=O)c2ccccc2F)C(NC(=O)c2ccccc2F)OC1C (centres undefined)
  101, 0
93	Fc1ccc2[nH]cc(CCCN3CCN(c4nc5cc(Cl)ccc5s4)CC3)c2c1
  105, 0.6
94	CCOC(=O)N1CCN(c2cc(NCCCC(=O)O)c3c4c(onc24)-c2ccccc2C3=O)CC1
  71, -5.8
95	O=C(O)c1cccc(O)c1
  100, -0.4
96	O=C(CCc1ccccc1)NCc1ccc2c(c1)CCN2C(=O)c1ccc(Cl)cc1
  111, 1
97	Cc1cc(=O)oc2cc(OCC(=O)NCc3cccnc3)ccc12
  101, -0.1
98	Cc1cc(Cl)nc(N)n1
  101, -0.3
99	CCOC(=O)c1noc2ncnc(N(CC)c3ccccc3)c12
  102, 0.7
100	CCC(Sc1nnc2c3ccccc3n(CC)c2n1)C(=O)Nc1ccc(S(N)(=O)=O)cc1 (centres undefined)
  105, 1
101	Cc1ccc(-c2cc(C(F)F)n3ncc(C(=O)Nc4cn(C)nc4C)c3n2)cc1
  103, 0.5
102	CC(C)N(C)C1CCN(C(=S)Nc2ccccc2Cl)CC1
  98, -0.7
103	CCOc1ccc(-c2cc3ccc(N(CC)CC)cc3oc2=O)cc1
  39, -6.9
104	COc1ccc(CN2C(=S)N(c3ccccc3)C(=O)C2CC(=O)Nc2ccccc2)cc1 (centres undefined)
  102, 0.1
105	COc1ccc(S(=O)Cc2ccc(C(=O)NC(C)C)o2)cc1 (centres undefined)
  103, 0.5
106	CCc1cccc(N2C(=O)N(Cc3c(F)cccc3Cl)c3ccccc3S2(=O)=O)c1
  111, 1
107	Cc1ccc(C(=O)OC2=C(C(=O)c3ccccc3)N(C)S(=O)(=O)c3ccccc32)cc1
  108, 0.6
108	Cc1nc2nc(NC(=O)c3ccccc3F)[nH]n2c(=O)c1Cl
  111, 1.1
109	Cc1oc(-c2ccc(C(=O)NC(C)C)cc2)nc1COc1ccccc1
  105, 1.1
110	COc1ccc(CCNC(=S)N(Cc2ccco2)Cc2cc3cc(OC)c(OC)cc3[nH]c2=O)cc1OC
  100, -0.5
111	CCc1cccc(NC(=O)C(Cc2ccccc2)NC(=O)C2CCC(C)CC2)c1 (centres undefined)
  98, -0.3
112	CC(C)Cn1c(NN)nc2c1c(=O)[nH]c(=O)n2C
  101, 0.1
113	Cc1cccc2nc(-c3cccc(NS(=O)(=O)c4ccccc4)c3)cn12
  103, -0.6
114	O=c1c2ccccc2nc(C(F)(F)F)n1-c1ccccc1
  104, 0.3
115	COc1ccccc1-n1cnnc1SCC(=O)N(C)CC(=O)Nc1ccccc1Cl
  104, 0.1
116	Cc1ccsc1/C=C1/CC/C(=C\c2sccc2C)C1=O
  104, 0.9

A portion of the library (hit frequency here may not be typical).
